Assay outcomes deposited in PubChem BioAssay by National Center for Advancing Translational Sciences (NCATS).
ATXN2 expr inh: inhibitors of ATXN2 expression | HEK-293 ATXN2-luciferase reporter, luminescence, 24 h | Potency, µM (series often up to 57 µM), for the others: top-dose activity change, negative = inhibition, usual class: inhibitors | actives 0.72% (n = 360,000); also: potency is read from the fitted curve at half-maximal effect; % is scaled to controls: 0 for no effect and ±100 for the full control effect; nearly all actives have a fitted effect of over 55% in size
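qHTS (up to 57 uM final) was run with 24 h compound exposure of reporter cells at 37 °C. Each well was multiplexed: SteadyGlo luminescence measured ATXN2-luciferase expression after a fluorogenic Gly-Phe-AFC viability readout (25 uM final).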
HepG2 tox: kills HepG2 cells in TGF-b inhibitor counter-screen; HepG2 CAGA-GFP viability, ATP luminescence, 18 h; Potency, µM (titrated, usually from 46.1 µM), inactives show at the highest dose activity change, negative = cytotoxicity, hits mostly cytotoxic; actives 0.76% (n = 410,000); AID 588856; also: potency is read from the fitted curve at half-maximal effect; some results filed as inactive show a strong effect at the top dose
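HepG2 CAGA-GFP cells (1000/well, DMEM with 1% FBS) received compound, then TGF-beta at 500 pg/mL final, and were incubated 18 hours at 37 degrees C. Viability was read by CellTiter-Glo luminescence. Media-only wells were set as complete cell-killing and DMSO as no toxicity.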
S2 tox: reduces viability in counter-screen for ATXN expression inhibitors. S2 cells (HEK-293 line with an ATXN2-luciferase reporter) viability, CellTiter-Fluor protease fluorescence, 24 h. Potency, µM (highest dose often 56.7 µM), usual class: cytotoxic. actives 0.49% (n = 400,000). AID 651635; also: potency is read from the fitted curve at half-maximal effect; nearly all actives have a fitted effect of over 40% in size
EPAC2 agonist: EPAC2 (human) agonism; Q8WZA2; EPAC2 activation, biochemical qHTS; response scale: 100% = 6.5 mM cAMP response; Potency, µM (doses to about 154 µM), for inactives: at the highest dose activation, actives largely listed as activators; actives 0.079% (n = 360,000); also: potency is read from the fitted curve at half-maximal effect; nearly all actives have a fitted effect of over 50% in size
Target sequence (Q8WZA2 whole entry, looked up): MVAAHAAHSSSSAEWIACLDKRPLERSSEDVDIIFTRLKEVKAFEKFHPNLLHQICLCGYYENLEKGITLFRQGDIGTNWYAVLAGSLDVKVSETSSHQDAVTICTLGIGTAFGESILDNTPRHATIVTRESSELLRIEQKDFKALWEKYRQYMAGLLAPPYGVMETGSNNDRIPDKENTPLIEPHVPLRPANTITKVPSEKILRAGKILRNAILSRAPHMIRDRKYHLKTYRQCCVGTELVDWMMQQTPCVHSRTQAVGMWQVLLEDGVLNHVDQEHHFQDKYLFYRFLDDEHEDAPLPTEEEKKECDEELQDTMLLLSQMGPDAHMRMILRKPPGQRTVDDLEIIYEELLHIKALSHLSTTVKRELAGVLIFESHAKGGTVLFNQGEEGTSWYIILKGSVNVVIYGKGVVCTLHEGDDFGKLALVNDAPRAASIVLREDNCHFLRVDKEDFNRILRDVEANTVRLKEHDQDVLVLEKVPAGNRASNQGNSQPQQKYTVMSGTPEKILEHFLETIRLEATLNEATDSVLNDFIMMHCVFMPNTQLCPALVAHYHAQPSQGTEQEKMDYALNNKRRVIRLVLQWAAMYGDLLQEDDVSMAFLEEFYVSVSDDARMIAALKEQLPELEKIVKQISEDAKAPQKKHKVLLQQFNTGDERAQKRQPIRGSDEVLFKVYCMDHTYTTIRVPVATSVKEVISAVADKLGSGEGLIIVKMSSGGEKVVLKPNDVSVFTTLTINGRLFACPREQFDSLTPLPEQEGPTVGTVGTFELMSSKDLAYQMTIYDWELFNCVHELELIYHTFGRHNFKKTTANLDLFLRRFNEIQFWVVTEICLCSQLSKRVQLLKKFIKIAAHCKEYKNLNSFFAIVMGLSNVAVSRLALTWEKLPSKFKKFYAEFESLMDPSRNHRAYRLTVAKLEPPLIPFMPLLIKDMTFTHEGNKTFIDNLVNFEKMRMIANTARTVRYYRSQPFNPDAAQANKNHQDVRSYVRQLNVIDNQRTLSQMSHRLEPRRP
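Fluorescence exchange assay: 100 nM EPAC2 with 250 nM RAP1B-BODIPY-GDP and 50 uM GDP; compounds tested as a concentration-titration series (qHTS). Loss of Rap1-bound BODIPY-GDP fluorescence read at 480/540 nm; data normalized to 6.5 mM cAMP.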
A549 tox: A549 cytotoxicity, counter-screen for Nrf2 inhibitors. Potency, µM (top dose mostly 46 µM), for the others: at the top dose activity change, negative = cytotoxicity, usual class: inhibitors. actives 0.16% (n = 390,000). A549 ARE-Fluc cells, CellTiter-Fluor viability, 18-24 h; also: potency is read from the fitted curve at half-maximal effect; % is scaled to controls: 0 for no effect and ±100 for the full control effect
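A549 ARE-Fluc cells in 5% FBS OPTI-MEM, 5000 cells/well, rested 2 h then exposed to compounds in concentration-response for 18-24 h at 37 °C. Viability by CellTiter-Fluor fluorescence (Ex 405/Em 525) after 30 min; luciferase luminescence (BugLite, 15 min, RT) read afterwards.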
Nrf2 activator: Nrf2 pathway activation; AREc32 ARE-luciferase reporter (MCF7-derived line), luminescence, 24 h; Potency, µM (highest dose often 46.1 µM), for the others: at the highest dose activation, hits mostly activators; actives 0.31% (n = 410,000); AID 624171; also: potency is read from the fitted curve at half-maximal effect; % of control where 0% means no effect; nearly all actives have a fitted effect of over 65% in size
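ARE activation measured as luciferase luminescence (Steady-Glo, 30 min RT) in AREc32_Fluc cells after 24 hr compound exposure at 37 deg C, 5% CO2; cells seeded overnight at 1000/well in OPTI-MEM, 5% FBS.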
TGFb inhibitor: blocks TGF-b signaling; HepG2 CAGA-GFP TGF-b/SMAD3 reporter, GFP fluorescence, 18 h; TGF-beta stimulated, 500 pg/mL final; Potency, µM (top dose mostly 46.1 µM), inactives show at the highest dose activity, negative = inhibition, usual class: inhibitors; actives 1.2% (n = 410,000); AID 588855; also: potency is read from the fitted curve at half-maximal effect; % is scaled to controls: 0 for no effect and ±100 for the full control effect; nearly all actives have a fitted effect of over 65% in size
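Read-out: total well GFP (ex488/em500-530) summed from mean per-cell fluorescence. Cells: HEPG2 CAGA-GFP, 1% FBS DMEM, 18 h at 37 degrees C with 500 pg/mL final TGF-beta. Unstimulated wells served as the full-inhibition control; stimulated DMSO wells = 0%.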
Nrf2 block: inhibitors of Nrf2 signaling; A549 ARE-Fluc reporter, luciferase luminescence, 18-24 h; Potency, µM (top dose mostly 46 µM), inactives show at the top dose activity change, negative = inhibition, actives largely listed as inhibitors; actives 2.1% (n = 360,000); AID 504444; also: potency is read from the fitted curve at half-maximal effect; % is scaled to controls: 0 for no effect and ±100 for the full control effect; nearly all actives have a fitted effect of over 60% in size
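Concentration-response testing used A549 ARE_Fluc cells at 5000 cells/well. Following an 18-24 h compound incubation, viability was read by fluorescence (Ex 405/Em 525) and luciferase output by luminescence.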
IL2 activator: activators of IL-2; IL-2 activation reporter assay, cell-based qHTS; stimulated with anti-CD3/CD4/CD28 beads; in transgenic mouse T cells; actives 0.065% (n = 360,000); activation, % (series mostly up to about 46 µM); in the data active = activation above about 50%; inconclusive = mostly about 30% to 49%; also: 0% is about no effect
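Quantitative HTS in unstimulated transgenic mouse T cells, with memory T cells as non-tolerant control and PMA/ionomycin as tolerance-bypass control. Compound pretreatment lasted 60 minutes before 18 h bead stimulation; EGFP/DsRed fluorescence read.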
Active calls of the source: *; i = inactive; ? = inconclusive; . = not tested or not shown; & = joins results of further samples; [ ] = dose if it differs, or a comment. Unless noted, calls follow the shape of the dose curve; as a rule, active = well fitted curve in the direction sought with a large enough effect; inconclusive = small, poorly fitted or top-dose-only effect, or another doubt; inactive = no such curve, though single readings can be large; an effect the other way counts as inactive or inconclusive.

SMILES	ATXN2 expr inh	HepG2 tox	S2 tox	EPAC2 agonist	A549 tox	Nrf2 activator	TGFb inhibitor	Nrf2 block	IL2 activator
COc1ccc(C(=O)NCc2ccccc2OC)cc1	3%	11%	i	5%	-9%	0.3%	?	8%	-1.6
O=C(NCc1cccc(C(F)(F)F)c1)c1cc(Cl)cc(Cl)c1	-3%	5%	i	4%	4%	-1.4%	-2%	.	-1.7
N#CCCN(Cc1cccnc1)C(=S)NC(=O)c1ccc(S(=O)(=O)N2CCCC2)cc1	-12%	-5%	i	4%	0%	-0.3%	?	5%	0.7
COc1ccc(C2=CSC3=NCCN23)cc1Cl	10%	-17%	i	5%	1%	3.9%	-1%	-1%	-0.5
CC(C)(C)C(=O)Nc1ccc2c(c1)OCCOCCOc1cc(NC(=O)C(C)(C)C)ccc1OCCOCCO2	4%	1%	i	6%	-5%	0.1%[9.22 µM]	-1%	-21%	1.8
COc1ccc(-n2nnnc2CNC(=O)c2ccc(S(=O)(=O)N3CCOCC3)cc2)cc1	2%	2%	i	6%	2%	-0.2%	3%	-10%	-3.2
COC(=O)CN1C(=S)N(c2ccc(Cl)cc2)C(=O)C1CC(=O)Nc1ccc(Cl)cc1 (stereo not drawn)	-5%	-11%	i	-4%	-19%	10%	1%	?	0.2
NS(=O)(=O)c1ccc(N2CCN(CCOc3ccc(Cl)cc3)CC2)nc1	-35%	-50%	i	7%	-11%	1.9%	-23%	?	-2.3
Cc1ccccc1S(=O)(=O)NCC1CCCO1 (stereo not drawn)	-1%	11%	i	0%	-6%	0.2%	5%	2%	-0.7
Cc1cc(Cl)ccc1Oc1cccc(C(=O)/C(C#N)=C/N(C)C)c1	-11%	14%	i	9%	-2%	-0.7%	-26%	-26%	-0.9
COc1ccc(-n2nnc3c(=O)n(CC(=O)OCc4ccccc4)cnc32)cc1	-10%	-8%	i	-3%	0%	-0.5%	-2%	0%	-1.1
COCCCN1C(=O)c2ccc(C(=O)N3CCN(c4ccccc4OC)CC3)cc2C1=O	0%	7%	i	-2%	4%	0.0%	5%	6%	-0.3
c1ccc(Oc2ccc3ccccc3n2)cc1	.	-25%	i	-1%	-5%	3.9%	-1%	?	-2.3
COC(=O)COc1ccc(S(=O)(=O)NC2CCCCCC2)cc1	-12%	-22%	i	5%	-24%	2.0%	0%	?	-3.1
CCCCN(C)CCC(=O)Nc1ccc(Cl)cc1	-13%	-11%	?	13%	22%	0.0%	-3%	-10%	-0.2
COCC(C)N=C1NN=C(c2cc(C)n(Cc3ccccc3Cl)c2C)CS1 (stereo not drawn)	-20%	-25%	?	9%	-20%	0.0%	?	?	0.0
CCOCCOC(=O)CCSc1n[nH]c(=O)[nH]c1=O	16%	1%	i	7%	-7%	-0.5%	17%	-5%	0.0
COC(=O)Nc1ccc(S(=O)(=O)Nc2ccc(O)cc2)cc1	1%	-5%	i	11%	-6%	0.0%	3%	?	0.1
COC(=O)NCc1ccc(S(=O)(=O)N2CCOCC2)cc1	9%	10%	i	3%	0%	0.2%	-15%	-9%	-1.2
O=[N+]([O-])c1cc(S(=O)(=O)Nc2cccc(C(F)(F)F)c2)ccc1-n1nnc2ccccc21	-4%	-13%	i	1%	-7%	-0.5%	?	?	5.8
Cc1cccc2cc(C#N)c(NCCNS(=O)(=O)c3ccccc3)nc12	-6%	-19%	.	12%	5%	2.4%	12%	-2%	-1.0
CN(Cc1cn(C)nc1-c1cccc(Cl)c1)CC1CCCCO1 (stereo not drawn)	-1%	3%	i	2%	-5%	-0.5%	3%	-8%	-0.4
CNC(=S)Nc1ccc2nc(C)oc2c1	5%	0%	i	4%	-2%	0.0%	-20%	2%	-2.5
CC(=O)c1ccc(NC(=O)C2=CC(c3cccs3)=NS(=O)(=O)N2C)cc1	2%&1%	-7%&-24%	i	1%	-3%&4%	0.0%&1.2%	?	10%&-13%	-4.5
COc1cc(/C=N/Nc2ccc(C(F)(F)F)cn2)cc(OC)c1O	-9%	-11%	i	1%	-5%	?	?	4%	0.0
CCOP(=O)(c1ccccc1)C1(C#N)CCCC1 (stereo not drawn)	-5%	1%	i	-4%	6%	0.1%	-5%	?	0.1
CNC(=O)CN1C(=O)C2C3C=CC(C3)C2C1=O (stereo not drawn)	1%	-12%	i	-6%	-2%	0.3%	?	1%	-2.1
COc1ccc(CCNC(=O)C2CC3Cn4c(nc5ccccc54)C3N2c2ccccc2)cc1 (stereo not drawn)	-6%	6%	i	-7%	-11%	-0.2%	9%	9%	0.1
Cc1nccn1CCCNC(=O)CC1C(=O)NCCN1Cc1ccccc1C(F)(F)F (stereo not drawn)	2%	-3%	i	-9%	2%	-0.5%	15%	-13%	0.4
COc1ccccc1NC(=S)N(CCN1CCCCCC1)Cc1cccs1	-1%	-13%	i	12%	0%	-0.7%	-21%	9%	-5.1
COc1ccc(OC)c2sc(NC(=O)C3CC3)nc12	216%[activator]	-31%	i	18%	6%	10%	-1%	5%	-2.6
O=C(c1cc(Br)ccc1OC(F)F)N1CCN2CCCC2C1 (stereo not drawn)	4%	6%	i	0%	1%	-0.4%	-1%	9%	3.0
CSCC[C@H](NC(=O)Nc1cccc(C(F)(F)F)c1)C(=O)O	-16%	-10%	i	-11%	-5%	2.0%	-21%	-8%	0.0
COc1ccc(/C=C2\CCn3c2nc2cc(C(=O)O)ccc2c3=O)cc1	.	-2%	i	1%	-20%	-0.9%	16%	?	1.0
Nc1ccc(C(=O)N/N=C/c2cn(Cc3cccc(F)c3)c3ccccc23)cc1	-31%	-1%	i	16%	-8%	11%	1.3µM*	?	0.5
CC(NCc1ccc2c(c1)n(C)c(=O)n2C)c1ccccc1 (stereo not drawn)	-10%	-14%	i	.	-5%	-1.1%	-13%	-9%	.
O=C1OC(Oc2ccccc2)(c2ccccc2)c2ccccc21 (stereo not drawn)	-11%	-23%	i	25%	-3%	-0.4%	-16%	-14%	-2.1
COc1ccc([C@@H]2Sc3ccccc3N(CCN(C)C)C(=O)[C@@H]2OC(C)=O)cc1	-6%&-6%	-6%	i	0%	0%	-0.2%	8%	7%	0.1
c1ccc(-c2sc3ccccc3c2-c2ccc(OCCN3CCCC3)cc2)cc1	25µM*	11µM*	?	7%	12%	3.8%	?	21%	-0.7
CC(=O)c1cccc(NS(=O)(=O)c2ccc3[nH]c4c(c3c2)CCCCCC4)c1	-30%	-82%	?	.	-22%	3.6%	?	.	.
CCOC(=O)C1C2C=CC3(CN(Cc4cccs4)C(=O)C13)O2 (stereo not drawn)	-10%	13%	i	-3%	-11%	-0.4%	9%	6%	2.5
CC1(C)Oc2ccc3ccc(=O)oc3c2C(/C=N/O)C1=O (stereo not drawn)	.	0%	i	23%	?	0.0%	1%	-4%	-0.5
CNc1cnc(-c2ccccc2OC)cn1	4%	-3%	i	6%	.	2.5%	2%	.	-0.9
CCN(CC)S(=O)(=O)c1cc([N+](=O)[O-])ccc1N=Nc1c(O)n(C)c2ccccc12	0%	8%	i	-4%	0%	2.3%	0%	10%	5.1
O=Cc1c(Cl)cccc1Cl	1%	-2%	i	11%	3%	-0.8%	5%	4%	-0.3
COc1ccc2[nH]c3c(c2c1)CCN1C(=O)N([C@@H](C)C(=O)NC2CC2)C(=O)[C@]31C	4%	38%	i	3%	-2%	-0.3%	71%[activator]	8%	0.9
O=C(OCc1cc(Cl)ccc1OC(F)F)c1cccnc1	-22%[11.3 µM]	10%	i	10%	-1%	0.4%	18%	2%	-0.6
COc1ccc(C(=O)Nc2cc(C(C)=O)c(/C=C/N(C)C)oc2=O)cc1	8%	-20%	i	-1%	-3%	2.6%	18%	5%	8.1
CC(C)CC(N)c1csc(NC(=O)Nc2ccccc2C(C)C)n1 (stereo not drawn)	?	-98%	?	7%	.	-0.5%[9.22 µM]	?	.	-0.1
CC(C)=NNc1nc(-c2ccc(N3C(=O)CCC3=O)cc2)cs1	-30%	-8%	i	1%	-4%	?	-29%	12%	-2.0
Cc1ccc(CNC(=O)c2ccc3c(c2)c(C)c(C)n3Cc2ccccc2)o1	.	-27%	.	.	-1%	7.9%	0%	-26%	.
CC(=O)n1cc(/C=C2/N=C(c3ccccc3)OC2=O)c2ccccc21	-4%	-1%	i	-17%	-2%	2.4%	0%	10%	1.8
COc1ccc(OC)c2sc(N3CCN(c4ccccc4)CC3)nc12	-19%	-15%	i	15%	-7%	-0.3%	0%	-30%	-3.0
COC(=O)CSC1=C(C#N)C(c2cccc(OC)c2)CC(=O)N1 (stereo not drawn)	-8%	9%	?	2%	-1%	-1.2%	-1%	?	-1.6
CCOC(=O)C1=C(C)NC(=O)NC1c1cccs1 (stereo not drawn)	-5%	2%	i	5%	16%	-0.3%	0%	-6%	0.1

3 records drawn at random from the list so far, as already listed:
SMILES	ATXN2 expr inh	HepG2 tox	S2 tox	EPAC2 agonist	A549 tox	Nrf2 activator	TGFb inhibitor	Nrf2 block	IL2 activator
CC(C)=NNc1nc(-c2ccc(N3C(=O)CCC3=O)cc2)cs1	-30%	-8%	i	1%	-4%	?	-29%	12%	-2.0
COC(=O)CSC1=C(C#N)C(c2cccc(OC)c2)CC(=O)N1 (stereo not drawn)	-8%	9%	?	2%	-1%	-1.2%	-1%	?	-1.6
COc1ccc(OC)c2sc(N3CCN(c4ccccc4)CC3)nc12	-19%	-15%	i	15%	-7%	-0.3%	0%	-30%	-3.0
